# From PubChem
# S100A4 MyoIIA = blocks human S100A4 binding to myosin IIA peptide; P26447; S100A4/TAMRA-MyoIIA peptide fluorescence polarization; inhibition, % at 10.7 µM; 0.14% of 360,000 active; AID 652163;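 active = mean inhibition of at least 70% across replicates, with every replicate also reaching that level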
# Target sequence (P26447 whole entry, looked up): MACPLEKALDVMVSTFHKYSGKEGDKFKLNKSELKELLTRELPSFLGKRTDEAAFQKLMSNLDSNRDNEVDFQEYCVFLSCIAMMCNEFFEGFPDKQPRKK
#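 Material: S100A4 monomer (human). Medium: Calcium-containing HEPES buffer, pH 7.2. Probe or stimulus: labelled myosin peptide probe, 5 nM. Compound dosing: one concentration per compound. Timing: polarization read 5 min after assay mix addition, stable 5–60 min. Benchmarks: DMSO as neutral control, TFP as positive control.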
# CASP6 VEID inh = caspase-6 (human) enzyme inhibition; P55212; purified caspase-6, Z-VEID-R110 cleavage fluorescence; inhibition, % at 12.5 µM; 0.53% of 350,000 active;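 active = mean inhibition across replicates at least about 35%, with every replicate also reaching that limit, limit read from the data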;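 also: 0% = median of neutral control wells and 100% = no fluorescence left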
# Target sequence (P55212 24-179 limits assumed): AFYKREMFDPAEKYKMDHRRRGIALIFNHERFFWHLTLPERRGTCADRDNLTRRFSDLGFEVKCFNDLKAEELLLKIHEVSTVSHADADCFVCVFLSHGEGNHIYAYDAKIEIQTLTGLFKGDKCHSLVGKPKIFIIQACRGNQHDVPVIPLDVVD
# Target sequence (P55212 194-293 limits assumed): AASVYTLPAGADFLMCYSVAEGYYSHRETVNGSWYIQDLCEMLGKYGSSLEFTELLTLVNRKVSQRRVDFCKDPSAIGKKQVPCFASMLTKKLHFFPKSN
# LGR2 antag = Drosophila LGR2 receptor signaling inhibition | HEK293 LGR2, CRE-luciferase, bursicon-stimulated, 4 h | 0.35% of 380,000 active | inhibition, % at 9.99 µM;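 active = drop in luminescence signal, shown as inhibition above about 50% in the replicate tests, limit read from the data, passing the limit was not always enough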;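 also: agonist challenge used bursicon conditioned medium at about half maximal strength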
# esBAF inh = blocks esBAF chromatin remodeling in mouse ES cells. Bmi1-luciferase knock-in reporter, 24 h; 100% = twice the neutral-well signal. reporter increase, % at 12.5 µM. 2% of 350,000 active. AID 602393; in the data active = activation above about 40%;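 also: 0% = median of the plate's neutral control wells and 100% = double that signal; a rise in the Bmi1 reporter signal indicates esBAF inhibition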
# FN deposition inh = fibronectin deposition inhibition | 0.086% of 350,000 active | inhibition, % at 12.6 µM | AH1F fibroblasts, Alexa488-fibronectin deposition fluorescence, overnight;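 active = mean inhibition across replicates of 30% or more, regardless of how many single replicates reach that level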;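 also: positive control wells lacked labelled fibronectin entirely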
#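 Assay system: AH1F fibroblast monolayer, labelled fibronectin deposition. Amount: 10000 cells per well. Also added: labelled fibronectin 24 nM. Compound: single-point pinned compound. Incubation: cell attachment 1 h, compound and FN exposure overnight. Detection: fluorescence after three HBSS washes, excitation 485 nm, emission 525 nm. Read-out: inhibition of fibronectin deposition signal.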
# SIRT5 block = sirtuin-5 (human) deacylase inhibition; Purified SirT5, succinyl-peptide AMC, trypsin-coupled fluorescence; inhibition, % at 15 µM; 1.1% of 330,000 active; AID 652115; in the data active = inhibition above about 15%
# Target sequence (Q9NXA8 whole entry, looked up): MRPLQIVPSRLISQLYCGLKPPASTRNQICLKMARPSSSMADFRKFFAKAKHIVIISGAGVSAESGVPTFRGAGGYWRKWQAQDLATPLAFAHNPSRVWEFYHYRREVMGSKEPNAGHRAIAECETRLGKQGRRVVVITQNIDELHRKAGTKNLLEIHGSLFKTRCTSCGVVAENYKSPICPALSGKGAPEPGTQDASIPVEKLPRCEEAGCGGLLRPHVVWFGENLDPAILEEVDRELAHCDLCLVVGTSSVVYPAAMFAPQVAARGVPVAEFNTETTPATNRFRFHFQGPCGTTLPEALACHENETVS
# C2C12 statin = protects C2C12 myotubes from simvastatin toxicity | 0.78% of 330,000 active | ATP luminescence, 48 h; scaled: DMSO 0, geranylgeraniol control 100 | rescue of ATP level, % at 7.49 µM;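 active = mean ATP rescue above about 67%, or every replicate alone reaching that limit, limit read from the data, passing the limit was not always enough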;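 also: myotubes were challenged with 10 µM simvastatin during compound exposure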
# Starred values were filed as active, the others as inactive; . = not tested or not shown. These rows are one share of the data, so the mix of outcomes need not match the whole.
smiles	S100A4 MyoIIA	CASP6 VEID inh	LGR2 antag	esBAF inh	FN deposition inh	SIRT5 block	C2C12 statin
CC(C)CC#Cc1cnc2c(c1)C(=O)N([C@@H](C)CO)C[C@H](C)[C@@H](CN(C)C(=O)Cc1ccccc1)O2	-1	0	6	8	-11	5	59
Cc1ccc(S(=O)(=O)N[C@H]2CC[C@H](CCNC(=O)Cc3ccccn3)O[C@@H]2CO)cc1	-3	-5	8	-1	.	0	-6
O=C(COC(=O)COc1ccccc1F)NCCc1ccc(F)cc1	-2	0	-1	-3	3	-2	4
O=C(CN(c1ccc(Cl)cc1)S(=O)(=O)c1ccc(Cl)c([N+](=O)[O-])c1)NCCc1ccccc1	-3	1	5	.	.	.	.
FC(F)(F)Sc1ccc(NC(=S)NCc2ccccc2)cc1	6	-1	39	-32	-1	-3	-44
COc1ccc(-c2nn(C)c(=O)[nH]2)cc1	-3	-2	.	0	-14	-3	-1
COc1cccc(C(=O)NC(C)C(c2cccs2)N2CCN(C)CC2)c1 (stereo not drawn)	.	.	13	2	2	.	14
CCOC(=O)N/N=C/c1ccc(OC)c(O)c1	-15	4	-10	.	4	2	.
COc1ccc(C(c2nnnn2CS(=O)(=O)c2ccc(C)cc2)N2CCN(Cc3ccccc3)CC2)cc1 (stereo not drawn)	.	.	12	-2	.	.	7
COC(=O)c1ccn(Cc2ccccc2Cl)n1	4	-2	-28	.	3	-1	.
COc1ccc(OC)c(-c2csc(NC(=O)Cc3cc(OC)c(OC)c(OC)c3)n2)c1	0	-2	3	-4	0	-5	1
CCCNC(=O)N1CC(=O)N2[C@H](C1)[C@H](c1ccc(C#Cc3cccc(OC)c3)cc1)[C@@H]2CO	9	0	.	.	.	0	.
Cc1ccccc1S(=O)(=O)N1CCCCN2[C@H](CO)[C@H](c3ccc(-c4ccccc4)cc3)[C@H]2C1	-3	0	.	.	.	17*	.
O=C(C[C@H]1C=C[C@@H](NC(=O)C2CCOCC2)[C@@H](CO)O1)NCC1CC1	4	1	-14	-1	.	-1	-8
COc1ccc(N2C(=O)CSC2c2cccc(F)c2)cc1 (stereo not drawn)	0	2	2	-3	-2	3	11
COc1ccc(Cn2c(C)nc3c(c(=O)c4ccccc4n3C)c2=O)cc1	-12	0	-4	.	-5	1	.
COc1ccc(Nc2nnc(-c3ccc(C(N)=O)cc3)c3ccccc23)cc1	3	11	7	6	0	-1	10
CCOc1ccc2ccc(OCC)c(/C=N/n3cnnc3)c2c1	-1	-3	-52	28	4	0	-27
C[C@@H]1CN([C@@H](C)CO)C(=O)c2cc(C#Cc3ccc(F)cc3)cnc2O[C@H]1CN(C)S(C)(=O)=O	13	1	-11	4	8	-5	12
Cc1ccc(S(=O)(=O)Nc2cccc3c2O[C@@H](CN(C)C(=O)Nc2ccc(F)cc2)[C@@H](C)CN([C@H](C)CO)C3=O)cc1	-20	3	-3	13	9	1	-52

# Five records drawn at random from the list so far, as already listed:
smiles	S100A4 MyoIIA	CASP6 VEID inh	LGR2 antag	esBAF inh	FN deposition inh	SIRT5 block	C2C12 statin
COc1cccc(C(=O)NC(C)C(c2cccs2)N2CCN(C)CC2)c1 (stereo not drawn)	.	.	13	2	2	.	14
O=C(COC(=O)COc1ccccc1F)NCCc1ccc(F)cc1	-2	0	-1	-3	3	-2	4
O=C(C[C@H]1C=C[C@@H](NC(=O)C2CCOCC2)[C@@H](CO)O1)NCC1CC1	4	1	-14	-1	.	-1	-8
COC(=O)c1ccn(Cc2ccccc2Cl)n1	4	-2	-28	.	3	-1	.
COc1ccc(N2C(=O)CSC2c2cccc(F)c2)cc1 (stereo not drawn)	0	2	2	-3	-2	3	11

# (continued)
smiles	S100A4 MyoIIA	CASP6 VEID inh	LGR2 antag	esBAF inh	FN deposition inh	SIRT5 block	C2C12 statin
CC(=NO)c1cc(Br)c2cccc3c2c1CC3	-3	0	3	-19	12	.	-14
COCCCNC(=O)c1ccccc1N(Cc1ccccc1)S(=O)(=O)c1ccc(OC)cc1	3	-3	4	-4	-4	-3	-18
CC(C)CSc1nc2ccccc2n1CC(N)=O	.	.	.	-3	0	.	-4
CN1CCc2c(C#N)c(N3CCOCC3)nc(NCC3CCCO3)c2C1 (stereo not drawn)	-5	-1	6	.	9	-1	.
CNC[C@H]1OCCCC[C@@H](C)Oc2ccc(NS(=O)(=O)c3ccc(Cl)cc3)cc2C(=O)N([C@H](C)CO)C[C@@H]1C	3	2	3	-1	.	0	1
CC(=O)c1ccc(S(=O)(=O)NCc2ccc(C(=O)NCC(c3ccccc3)N(C)C)cc2)cc1 (stereo not drawn)	0	-3	12	8	-5	-4	-1
C[C@H]1CN([C@@H](C)CO)C(=O)c2cc(NC(=O)Cc3cn(C)c4ccccc34)ccc2O[C@@H]1CN(C)CC1CC1	18	-2	13	.	7	6	.
C[C@@H]1CCCCO[C@@H](CN(C)CC2CC2)[C@@H](C)CN([C@H](C)CO)C(=O)c2cc(NC(=O)C3CCCCC3)ccc2O1	3	0	1	-1	-15	1	.
Cc1cc(NC(=O)C(C)SCC(=O)OC(C)C(=O)Nc2cccc(C#N)c2)no1 (stereo not drawn)	0	0	6	-3	4	-5	8
Cc1oc(-c2ccccc2)cc1C(=O)NC1CCN(Cc2ccccc2)CC1	-8	-5	-7	.	-1	-6	.
Cc1ccc(OCCNC(=O)CCNS(=O)(=O)c2ccc(C)cc2)cc1	-2	-4	-4	0	3	1	5
Cc1ccc(NC(=O)CCC(=O)NCCO)cc1	.	.	3	-1	.	.	-1
COCCNC(=O)C(c1ccccc1)N(Cc1cccs1)C(=O)Cn1nnc2ccccc21 (stereo not drawn)	-1	-1	.	3	4	-5	-7
O=C(N/N=C/c1ccc(OC(=O)c2cccs2)cc1)c1ccc(F)cc1	.	.	.	34	-3	.	0
COCCNc1nc(NCc2ccccc2)c2cnn(C)c2n1	1	-2	-11	-7	4	-3	5
C[C@@H]1CN([C@@H](C)CO)C(=O)c2cc(-c3ccncc3)cnc2O[C@H]1CN(C)C(=O)Nc1ccc2c(c1)OCO2	4	-3	-9	-2	-1	0	2
C[C@H](CO)N1C[C@H](C)[C@@H](CN(C)C(=O)C2CC2)Oc2ncc(Br)cc2C1=O	.	.	-10	-1	-15	.	2
COc1ccc(NC(=O)/C(C#N)=C/c2ccc(-c3ccc(Cl)c(C(=O)O)c3)o2)cc1	18	15	-16	1	11	6	13
CN1C(=O)c2cc(NC(=O)c3ccc(F)c(F)c3)ccc2OC[C@@H]2O[C@@H](CC(=O)N3CCOCC3)CC[C@@H]21	0	-1	-5	1	4	4	16
COCCCNc1nc2c(-c3cccc(C(F)(F)F)c3)nnn2c2ccccc12	3	0	-15	3	13	-12	0

smiles	S100A4 MyoIIA	CASP6 VEID inh	LGR2 antag	esBAF inh	FN deposition inh	SIRT5 block	C2C12 statin
Cc1cccn2c(=O)cc(COC(=O)C(C)Oc3ccccc3)nc12 (stereo not drawn)	1	6	3	-11	1	0	-17
CC(C(=O)N1CCCCC1)N1CCN(S(=O)(=O)c2ccc(Cl)cc2)CC1 (stereo not drawn)	30	-1	10	2	14	-4	-6
COc1ccc(N(CC(=O)Nc2nc3ccc(C)cc3s2)S(=O)(=O)c2c(C)nn(C)c2C)cc1	4	1	18	-2	14	-3	3
O=C(Cc1cccc(NC(=O)C2CCCN(C(=O)C3CCC3)C2)c1)Nc1cccc(C(=O)N2CCCC2)c1 (stereo not drawn)	-1	-2	.	3	18	.	3
CC(C)C1(CCNC(=O)c2cccs2)CCOC(C)(C)C1 (stereo not drawn)	-1	-7	25	-1	3	-1	11
CCCC#Cc1ccc([C@@H]2[C@@H](CO)N3C(=O)CN(C(=O)c4ccc(F)cc4)C[C@@H]23)cc1	-6	1	7	.	.	0	.
O=C1OC(N2CCN(c3ccccn3)CC2)c2ccccc21 (stereo not drawn)	-5	0	.	1	.	-16	6
CCC(=O)N1[C@H](CO)[C@H](c2ccc(-c3cncnc3)cc2)[C@@H]1CN(C)C(C)=O	7	-4	-15	.	-4	-3	.
COc1ccc(NC(=O)c2nc3nc(C)cc(C(F)F)n3n2)cc1OC	-1	0	16	-4	5	2	-10
Cc1ccc(S(=O)(=O)N2CCC(=O)N(CCOC(=O)NCc3ccccc3)CC2)cc1	5	2	-1	.	-15	-3	.
COc1ccccc1CNC(=O)c1cc(-c2cc(F)ccc2OC)n[nH]1	-5	0	-6	3	0	-2	1
CC(Oc1ccc(Br)cc1)C(=O)NCC(c1cccs1)N1CCOCC1 (stereo not drawn)	4	-80	14	-1	-5	-2	1
COc1ccc(CN(C)C[C@H]2OCCCC[C@@H](C)Oc3ccc(NC(=O)Nc4ccc5c(c4)OCO5)cc3C(=O)N([C@@H](C)CO)C[C@H]2C)cc1	-5	2	11	0	5	4	.
Cc1cccc(OCc2n[nH]c(=S)n2Cc2ccccc2)c1	5	-4	0	.	.	.	.
COc1ccc(S(=O)(=O)N2CCNCC2)cc1	-4	0	-1	-3	-1	-2	-1
O=C(Nc1ccccc1C(=O)NCCCN1CCOCC1)c1ccc(F)cc1F	-8	7	11	-2	.	3	1
CN(CCCn1cnc2c(OCc3ccccc3)ncnc21)CCc1ccccn1	0	4	-10	0	-3	5	-1
Cc1noc(C)c1C(=O)NCCc1ccc(Cl)cc1	1	-3	-2	-9	.	-2	.
Cc1nn(CC(=O)NCCc2ccc(Cl)cc2)c(=O)c2cccn12	0	2	6	3	-1	-3	14
CCN1CCN(C(C)C(=O)NC2CCCCC2)CC1 (stereo not drawn)	11	-3	-20	-2	-12	3	5

smiles	S100A4 MyoIIA	CASP6 VEID inh	LGR2 antag	esBAF inh	FN deposition inh	SIRT5 block	C2C12 statin
O=C1C2C3C=CC(C3)C2C(=O)N1Nc1ccc([N+](=O)[O-])cc1[N+](=O)[O-] (stereo not drawn)	3	2	-13	-3	0	1	-4
CC(C)C1N(C(N)=S)N=CC1(C)C (stereo not drawn)	-2	-1	1	.	-1	-1	.
CNC(=S)NNC(=O)c1cccc(N(C)C)c1	-2	-1	-7	.	3	-3	.
CS(=O)(=O)c1nc(-c2ccccc2)c(-c2ccccc2)[nH]1	.	.	-23	-6	15	.	4
CCN(CC)S(=O)(=O)c1ccc(C)c(NC(=S)N2CCN(Cc3ccc4c(c3)OCO4)CC2)c1	-4	1	-13	2	-11	-4	-1
CCOc1ccc(Br)cc1S(=O)(=O)Nc1cccc(S(=O)(=O)NC2=NCCC2)c1	-1	5	13	-3	-1	.	6
CCCCN(C(=O)c1cc(-c2ccco2)nc2ccccc12)c1c(N)n(CCC)c(=O)[nH]c1=O	4	28	-15	1	-5	-5	4
COc1ccc(NC2c3ccccc3C(=O)N2c2cccnc2)cc1Cl (stereo not drawn)	7	-1	18	-2	0	1	26
CNC[C@H]1Oc2ccc(NC(=O)Cn3cnnn3)cc2C(=O)N([C@H](C)CO)C[C@@H]1C	5	-4	9	-2	-11	2	17
CCCS(=O)(=O)NC(=O)C1(C)CCN(C(=O)c2ccccc2F)C1 (stereo not drawn)	-3	-2	13	1	1	4	0
Cc1c(NC(=O)OC(C)C)sc(=S)n1C	-3	0	5	2	-7	-1	-14
O=C(c1cccc(Cl)c1)N(Cc1ccco1)C1CCS(=O)(=O)C1 (stereo not drawn)	-4	1	-10	-10	0	2	-32
O=C(NCc1cccnc1)C1CC2c3ccccc3C1c1ccccc12 (stereo not drawn)	.	.	.	-3	7	.	-5
CC1CCN(CCCOc2ccc(Br)cc2Cl)CC1	-11	0	13	.	.	-3	.
CNC[C@@H]1Oc2ccc(NS(=O)(=O)c3ccc(F)cc3)cc2C(=O)N([C@H](C)CO)C[C@@H]1C	4	9	-15	0	.	-6	-7
